From PubChem
D1 ag – activates the human D1 dopamine receptor. activation, % at 2 µM. HEK293 T-REx D1 cells, calcium flux, agonist mode. 360,000 tested, 1% active; in the data active = activation above about 30%; note: 0% is about no effect
Target sequence (P21728 whole entry, looked up): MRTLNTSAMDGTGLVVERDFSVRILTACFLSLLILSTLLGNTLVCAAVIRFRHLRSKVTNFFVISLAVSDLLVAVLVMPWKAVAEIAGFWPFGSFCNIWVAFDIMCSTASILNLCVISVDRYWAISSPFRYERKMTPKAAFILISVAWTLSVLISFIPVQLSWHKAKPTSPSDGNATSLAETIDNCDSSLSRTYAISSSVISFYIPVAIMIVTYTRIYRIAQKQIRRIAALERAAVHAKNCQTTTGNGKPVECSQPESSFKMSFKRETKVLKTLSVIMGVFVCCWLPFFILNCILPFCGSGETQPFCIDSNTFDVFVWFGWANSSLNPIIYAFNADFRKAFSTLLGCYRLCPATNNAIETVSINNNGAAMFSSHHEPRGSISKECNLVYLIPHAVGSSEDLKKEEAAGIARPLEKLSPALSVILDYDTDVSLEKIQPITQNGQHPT
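Agonism was scored from calcium flux recorded over 180 s (1 read/s) after pintool compound addition, following a 10-cycle baseline. Cells were inducible force-coupled HEK293 TREx D1, plated overnight at 30 C and loaded with no-wash calcium dye.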
Vif-APOBEC3F blk – inhibitors of Vif-A3F interaction; HeLa A3F-eYFP + Vif (tagged APOBEC3F with the HIV-1 protein that degrades it), YFP fluorescence increase; Potency, µM (doses to about 46.1 µM), without a hit: at the top dose activity, negative = active; 390,000 tested, 0.2% active; AID 602313; note: potency is the fitted concentration of half-maximal effect; % of control where 0% means no effect; nearly all actives have a fitted effect of over 65% in size
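Fluorescence increase (Ex 488/Em 500-530) after overnight compound treatment at 37 deg C flags inhibition of Vif-driven A3F-eYFP loss in stable HeLa A3F-eYFP/Vif cells seeded overnight beforehand.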
Glioma ERSR ind – induces the endoplasmic reticulum stress response in human glioma cells; U87-MG GRP78 promoter luciferase reporter, 16 h; Potency, µM, without a hit: at the top dose activation, actives largely listed as activators; 420,000 tested, 0.02% active; note: potency is the fitted concentration of half-maximal effect; series mostly up to about 76 µM; % of control where 0% means no effect; nearly all actives have a fitted effect of over 35% in size
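Stably transfected U87-MG glioma cells carrying a GRP78-based luciferase sensor; 16 h compound incubation. Luminescence end-point read 10 min after Bright-Glo addition at room temperature.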
Vif-APOBEC3G blk – Vif-A3G binding inhibition. AID 602310. HeLa A3G-eYFP + Vif (tagged APOBEC3G with the HIV-1 protein that degrades it), YFP fluorescence, overnight. 410,000 tested, 0.076% active. Q9HC16. Potency, µM (top dose mostly 46.1 µM), without a hit: at the top dose activity, negative = active, most hits filed as inhibitors;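 note: potency is the fitted concentration of half-maximal effect; % is set by controls: 0 for no effect and ±100 for the full control effect; nearly all actives have a fitted effect of over 60% in size; hits raise eYFP signal because A3G escapes Vif-driven loss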
Target sequence (Q9HC16 whole entry, looked up): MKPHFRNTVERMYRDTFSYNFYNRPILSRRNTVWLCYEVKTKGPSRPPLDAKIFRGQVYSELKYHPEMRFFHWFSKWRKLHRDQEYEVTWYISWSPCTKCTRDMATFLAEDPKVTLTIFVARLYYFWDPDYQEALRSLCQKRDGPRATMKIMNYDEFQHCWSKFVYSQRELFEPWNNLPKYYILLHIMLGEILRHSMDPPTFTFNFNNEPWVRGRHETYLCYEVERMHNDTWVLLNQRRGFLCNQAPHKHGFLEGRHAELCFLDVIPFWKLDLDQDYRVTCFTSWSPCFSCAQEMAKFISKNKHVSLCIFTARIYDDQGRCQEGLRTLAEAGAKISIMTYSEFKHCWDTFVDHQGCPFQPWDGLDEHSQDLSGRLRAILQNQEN
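Read-out is eYFP fluorescence (Ex 488/Em 500-530) from Vif-expressing HeLa A3G-eYFP cells; more signal means A3G escaped Vif-mediated degradation. Cells plated overnight, compound pinned in, incubated overnight at 37 deg C.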
D1 PAM – human D1 dopamine receptor positive modulation. AID 504651. P21728. HEK293 TREx D1 cells, calcium flux, dopamine EC20 potentiation. 360,000 tested, 0.036% active. potentiation, % at 10 µM; in the data active = potentiation above about 30%; note: 0% is about no effect
RXFP1 antag – antagonists of human relaxin receptor RXFP1; HEK293-RXFP1, relaxin-stimulated cAMP HTRF, 30 min; hits give low values; activity change, negative = inhibition, % at 57.5 µM; 350,000 tested, 0.59% active; Q9HBX9;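 active = activity change of -60% or lower, but not beyond a set lower limit; inconclusive = change between -60% and -40%, or beyond the set limit; inactive = change above -40%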; note: % is set by controls: 0 for no effect and ±100 for the full control effect
D1 antagonist – human D1 dopamine receptor antagonism | P21728 | HEK293 TREx D1 cells, calcium flux, dopamine EC80; hits give low values | activity change, negative = inhibition, % at 10 µM | 360,000 tested, 3.2% active; in the data active = activity change below about -30%; note: % is set by controls: 0 for no effect and ±100 for the full control effect
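Calcium flux readout: force-coupled, inducible Hek293 Trex D1 line, cells induced overnight at 30 C with tetracycline, dye-loaded 30–90 min at RT. Antagonism scored against EC80 dopamine challenge given 180 s after compound.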
RXFP1 ag – activates the human relaxin receptor RXFP1. Q9HBX9. HEK293T-RXFP1 cAMP TR-FRET, 30 min; response scale: percent of porcine relaxin response, buffer zero. Potency, µM (highest dose often 57.5 µM), inactives show at the highest dose activation, actives largely listed as activators. 370,000 tested, 0.3% active; note: potency is the fitted concentration of half-maximal effect; % is set by controls: 0 for no effect and ±100 for the full control effect; nearly all actives have a fitted effect of over 60% in size; many of its hits are not listed in these tables
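Agonist response is measured as cAMP accumulation in an RXFP1-transfected HEK293T line under PDE4 inhibition. Values are scaled between buffer-only and 29 nM porcine relaxin, and EC50s come from standard Hill equation fits.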
D2 PAM – positive allosteric modulators of human D2 dopamine receptor | HEK293 T-REx D2, calcium flux, EC20 dopamine potentiation | AID 485347 | potentiation, % at 10 µM | P14416 | 340,000 tested, 0.34% active;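 active = potentiation over 3 SD above the plate norm, cut at about 30% in these data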; note: 0% is about no effect
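Primary screen. Calcium kinetics in induced HEK293 T-REx D2 cells: compound pre-addition 180 s, EC20 dopamine, 180 s more.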
Numbers without * were called inactive; ? = inconclusive; . = not tested or not shown; & = joins results of further samples. Unless noted, calls come from the whole dose curve; as a rule, active = well fitted curve in the direction sought with a large enough effect; inconclusive = small, poorly fitted or top-dose-only effect, or another doubt; inactive = no such curve, though single readings can be large; an effect the other way counts as inactive or inconclusive. Only part of the results is shown; rates above refer to the full screens.

SMILES	D1 ag	Vif-APOBEC3F blk	Glioma ERSR ind	Vif-APOBEC3G blk	D1 PAM	RXFP1 antag	D1 antagonist	RXFP1 ag	D2 PAM
CCN(C(=O)CN1CC=C(c2ccccc2)CC1)c1c(N)n(Cc2ccccc2)c(=O)[nH]c1=O	1	0%	4%	-1%	1	-61*	17	-0.4%	-8
CCCC[N+]12CCC(CC1)C(Cc1ccccc1)C2 (centres undefined)	2	6%	-4%	0%	-2	-17	-10	1.6%	-9
COc1ccc(C(=O)N2CCC3(CC2)OCCO3)cc1	4	-30%	0%	0%	1	-1	9	-1.5%	-3
O=c1c2ccccc2nc(-c2ccc(Cl)cc2Cl)n1-c1ccncc1	2	-4%	-1%	-8%	-5	16	-13	-0.2%	-8
Nc1ccccc1C(=O)OCC(=O)N1CCc2ccccc21	1	-3%	-2%	0%	-3	2	.	3.4%	-5
OC(CNCCc1c[nH]c2ccccc12)c1ccccc1 (centres undefined)	19	-1%	-2%	0%	-6	-10	-6	-2.7%	-1
O=C(COc1ccccc1Cl)N1CCCC(N2CCN(c3ccc(F)cc3)CC2)C1 (centres undefined)	3	2%	-5%	-2%	5	-25	-5	2.0%	2
O=c1[nH]c(=O)n(CCC2=CCCCC2)c(O)c1C=NCc1cccnc1	3	8%	4%	1%	-6	-7	5	1.4%	7
Cc1c2cnn(CC(=O)N3CCC4(CC3)OCCO4)c(=O)c2c(C)n1Cc1cccc(Cl)c1	7	2%	0%	3%	-7	-13	-5	2.7%	-7
CCn1c(C)c(C(=O)Nc2ccc(OC)cc2)c2cc(OC)ccc21	0	-25%	0%	1%	-7	8	-1	0.0%	-7
O=c1c2ccccc2nc(/C=C/c2ccc(O)cc2)n1-c1ccccc1O	2	-3%	0%	?	-9	1	-2	0.7%	8
O=C1CN=C(c2ccccc2)c2cc(Br)ccc2N1Cc1cc(=O)n2ccccc2n1	7	1%	-5%	0%	4	-2	14	3.0%	8
CC(=NCC1CCCO1)c1c(O)n(-c2ccccc2C)c(=O)[nH]c1=O (centres undefined)	2	-4%	0%	0%	-4	22	-3	0.0%	6
CCCCc1nn2c(=O)cc(COC(=O)Cc3ccccc3)nc2s1	2	16%	-2%	4%	-5	.	7	0.8%	1
C/C(=N\NP(=S)(c1ccccc1)c1ccccc1)c1ccc(O)cc1O	3	-40%	-6%	-4%	0	-22	24	0.0%	-5
CCOc1cc2c(cc1OCC)-n1cccc1C(c1cc(C)c(OC)cc1C)NC2 (centres undefined)	0	-7%	-5%	2%	-3	-21	-6	1.5%	-13
Clc1ccccc1CNc1nc2ccccc2n2cnnc12	1	?	-4%	-15%	-3	2	3	3.1%	2
C#CCN[C@H](C)Cc1ccccc1	0	-8%	-2%&2%	-5%	-2	.	-3	0.1%	2
CC[N+](CC)(CC)CCCCCCCCCC[N+](CC)(CC)CC	2	-6%	-4%	-1%	0	1	0	3.0%	9
O=c1[nH]c(=S)n(C2CC2)c(O)c1C=NCCN1CCOCC1	1	7%	-3%	5%	-2	-10	-1	5.0%	3
COC(=O)C1=C(c2cccc(C#N)c2)C[C@@H]2CC[C@H]1N2C(=O)NCCNC(C)=O	0	1%	0%	1%	2	.	.	0.9%	3
CC(C)NS(=O)(=O)c1ccc(OCC(=O)N2CCN(Cc3ccc4c(c3)OCO4)CC2)c(Cl)c1	12	1%	1%	-4%	-6	1	2	-1.0%	10
CCN(CC)C(=O)Oc1ccc(NC(=O)N2CCOCC2)cc1	2	11%	-8%	1%	0	-1	3	1.5%	11
Cc1oc(-c2cccs2)nc1CSCC(=O)N1CCC2(CC1)OCCO2	1	-12%	-2%	-1%	0	-11	-17	3.6%	6
C#CC1(O)CCC2C3CCC4=C/C(=N/OCC(=O)NCC(=O)NC(C(=O)O)C(C)C)CC[C@]4(C)C3CC[C@@]21C (some centres undefined)	5	-12%	-1%	-1%	-4	0	-6	-0.7%	-9
Cc1ccccc1CN1CCN(Cc2ccccc2)CC1	1	-21%	-4%	1%	-8	-6	12	0.1%	-24
COc1ccc2[nH]cc(CCN(C)C)c2c1	3	-13%	-3%&-1%	1%	6	.	5	-2.5%	-8
CC(C(=O)Nc1ccc(Br)cc1C(=O)c1ccccc1)N1CCCCC1 (centres undefined)	0	-9%	-3%	-4%	5	-13	8	-0.4%	1
COc1ccc(C(CC(=O)N2CCC3(CC2)OCCO3)NS(=O)(=O)c2ccc(OC)cc2)cc1 (centres undefined)	2	5%	-5%	-1%	-1	-6	-8	0.4%	-1
O=C1c2ccccc2-c2cc3ccccc3cc21	.	2%	7%	0%	.	-9	.	.	.
Cc1ccc[n+](CC(O)Cn2c3ccccc3c3ccccc32)c1 (centres undefined)	8	1%	-1%	2%	-12	6	2	-5.5%	-4
CC(C)OC(=O)c1cc(C(=O)c2cc(Cl)ccc2O)coc1=N	9	?	2%	-29%	-2	-10	16	4.1%	-2
Cc1ccc(C2(O)CN3CCC2CC3)cc1 (centres undefined)	7	0%	-5%	0%	0	-4	6	-3.2%	-2
Cc1cc(C=C2C(=O)NC(=S)NC2=O)c(C)n1-c1ccc2c(c1)OCO2	4	-30%	-7%	-37%	4	-28	7	0.1%	0
O=[N+]([O-])CCO	1	5%	-3%	-1%	-1	.	.	0.2%	-17
C[C@H]1CN([C@@H](C)CO)C(=O)CCCn2nncc2CO[C@H]1CN(C)C(=O)Oc1cccc2ccccc12	.	-10%	1%	-2%	.	3	.	.	.
CC1(C)CN2C(c3ccc(Cl)cc3)N2C1 (centres undefined)	-1	4%	-2%	1%	-8	8	11	1.7%	-4
CCN1C(=O)NC(=O)/C(=C\c2cn(CC(=O)N3CCCC3)c3ccccc23)C1=O	1	-10%	1%	-7%	1	13	-3	-1.5%	10
CCC1CN1P(=O)(c1ccccc1)N1CC1CC (centres undefined)	.	2%	-3%	-3%	.	-5	.	.	.
c1ccc(-c2[nH]c[n+](CC3CO3)c2-c2ccccc2)cc1 (centres undefined)	0	.	.	.	-10	.	5	0.2%	5
O=C(NC(=S)N1C[C@H]2C[C@H](C1)c1cccc(=O)n1C2)c1ccc(Cl)cc1Cl	1	-6%	0%	-1%	4	.	-6	0.0%	-8
Cc1ccc(OCC(=O)Nc2ccc(Cl)cc2C(=O)c2ccccc2)c(Br)c1	1	.	.	.	-2	-5	-11	2.8%	-2
Cc1nnc(NC(=O)c2cccn(Cc3ccc(Cl)cc3)c2=O)s1	1	1%	-3%	1%	1	.	5	2.9%	-4
COP(=O)(OC)C1(Nc2ccc(C)cc2)CCCCC1	0	-11%	3%	-6%	2	-10	16	-0.7%	-4
C=CCn1c(O)c(C(C)=Nc2cc(OC)ccc2OC)c(=O)[nH]c1=O	2	.	-3%	2%	7	-12	3	0.0%	4
COc1ccc(C)cc1NC(=O)N(Cc1ccc2c(c1)OCO2)C1CCN(Cc2ccccc2)CC1	2	-1%	0%	1%	2	-7	4	3.6%	-7
Cc1cc(C)cc(N2C(=O)/C(=C\c3ccc(N4CCN(C)CC4)o3)C(=O)NC2=S)c1	44*	?	3%	?	-4	?	-4	0.0%	.
CN1C(=O)CN=C(c2ccccc2Cl)c2cc(Br)ccc21	1	0%	-5%	-1%	-10	-3	-11	0.2%	5
O=C(Nc1cccc(Cl)c1)c1c(O)c2c(n(Cc3ccccc3)c1=O)CCCC2	1	.	.	.	-6	.	13	3.5%	-1
CCCNC(=O)N1[C@H]2CC[C@@H]1C(C(=O)OC)=C(c1ccc(C(C)=O)cc1)C2	-3	-2%	1%	2%	2	.	.	1.4%	-8
CCCCC(=O)N/N=C/c1c(O)n(Cc2ccc(F)cc2)c(=O)[nH]c1=O	3	-19%	-3%	-5%	-4	22	-12	-5.2%	14
c1ccc(CN2CCN(Cc3ccc4c(c3)OCCO4)CC2)cc1	-1	-1%	0%	1%	2	3	-3	-2.2%	-12
O=c1[nH]c(=O)n(CCc2ccccc2)c(O)c1C=NCCN1CCNCC1	1	-16%	-2%	0%	5	-15	-8	2.8%	4
CCN1C[C@]2(COC)CC[C@H](O)[C@]34C1[C@](O)([C@@H](OC)[C@H]23)[C@@]1(O)C[C@H](OC)[C@H]2C[C@@H]4[C@@H]1[C@H]2OC	1	5%	3%	1%	-6	.	28	-0.3%	8
CCOC(=O)C1=C(C)OC(N)=C(C(=O)OCC)[C@@]12C(=O)N(CC(N)=O)c1ccccc12	0	-2%	-4%	3%	-7	1	1	-0.8%	-4
Cc1cccc(C(=O)Nc2ccc3c(c2)CC2(C(=O)N(C)C(=O)N(C)C2=O)C2CCCN32)c1 (centres undefined)	1	4%	4%	1%	-4	-1	1	-1.1%	3
CC(C)CCOC(=O)c1c(N)n(CC2CCCO2)c2nc3ccccc3nc12 (centres undefined)	2	1%	-10%	3%	10	-11	0	0.5%	23
CCN(CC)C(=O)c1ccc(NC(=O)c2cc(-n3cnnc3)ccc2Cl)cc1	4	2%	-1%	0%	-9	-4	10	2.1%	5
CCCCCCn1c(=O)c(C(=O)Nc2ncccc2C)c(O)c2ccccc21	17	5%	2%	5%	-1	9	-4	4.6%	0
CC(C)CN1CCN(Cc2cccc3c2OCO3)CC1CCO (centres undefined)	5	5%	-1%	-1%	-1	-9	17	-1.2%	-13
NC(N)=N/N=C/c1ccc(N(c2ccccc2)c2ccccc2)cc1	17	0%	-13%	6%	15	-5	85	26%	15

Just D1 antagonist and Vif-APOBEC3F blk (2 entries from above):
SMILES,D1 antagonist,Vif-APOBEC3F blk
C#CC1(O)CCC2C3CCC4=C/C(=N/OCC(=O)NCC(=O)NC(C(=O)O)C(C)C)CC[C@]4(C)C3CC[C@@]21C (some centres undefined),-6,-12%
Cc1ccccc1CN1CCN(Cc2ccccc2)CC1,12,-21%
